Source: PubChem BioAssay
RGS4 block: RGS4 inhibitors, primary screen, cell-based, HEK293 M3R inducible RGS4, calcium flux; Regulator of G-protein signaling 4 (Homo sapiens), P49798; Fluo-4 calcium flux; stronger effect = higher value; triggered by carbachol at its EC20; B-score at 10 µM; 310,000 compounds, 0.45% hits; AID 463165, 2010;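 active = B-score, a plate-corrected calcium signal, over three deviations above library mean, with baseline fluorescence within five deviations of library mean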;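 note: RGS4 expression induced by doxycycline in cells with stable M3 receptor; B-score is computed from the integrated fluorescence ratio over baseline after carbachol; higher B-score means a larger calcium signal and so more RGS4 inhibition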
ANO1 block: TMEM16A chloride channel inhibitors, primary screen, cell-based, HTS | Anoctamin-1 (Mus musculus), Q8BHY3 | 310,000 compounds, 1.2% hits | HEK293 TMEM16A/YFP iodide influx fluorescence, ionomycin | normalized B-score (activity score, 25-100; higher = stronger inhibition) at 10 µM;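 active = ratio plate-corrected score three or more library SD toward inhibition, starting fluorescence score within five deviations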;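 note: score derived from kinetic fluorescence span divided by baseline fluorescence per well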
Target sequence (Q8BHY3 whole entry, looked up): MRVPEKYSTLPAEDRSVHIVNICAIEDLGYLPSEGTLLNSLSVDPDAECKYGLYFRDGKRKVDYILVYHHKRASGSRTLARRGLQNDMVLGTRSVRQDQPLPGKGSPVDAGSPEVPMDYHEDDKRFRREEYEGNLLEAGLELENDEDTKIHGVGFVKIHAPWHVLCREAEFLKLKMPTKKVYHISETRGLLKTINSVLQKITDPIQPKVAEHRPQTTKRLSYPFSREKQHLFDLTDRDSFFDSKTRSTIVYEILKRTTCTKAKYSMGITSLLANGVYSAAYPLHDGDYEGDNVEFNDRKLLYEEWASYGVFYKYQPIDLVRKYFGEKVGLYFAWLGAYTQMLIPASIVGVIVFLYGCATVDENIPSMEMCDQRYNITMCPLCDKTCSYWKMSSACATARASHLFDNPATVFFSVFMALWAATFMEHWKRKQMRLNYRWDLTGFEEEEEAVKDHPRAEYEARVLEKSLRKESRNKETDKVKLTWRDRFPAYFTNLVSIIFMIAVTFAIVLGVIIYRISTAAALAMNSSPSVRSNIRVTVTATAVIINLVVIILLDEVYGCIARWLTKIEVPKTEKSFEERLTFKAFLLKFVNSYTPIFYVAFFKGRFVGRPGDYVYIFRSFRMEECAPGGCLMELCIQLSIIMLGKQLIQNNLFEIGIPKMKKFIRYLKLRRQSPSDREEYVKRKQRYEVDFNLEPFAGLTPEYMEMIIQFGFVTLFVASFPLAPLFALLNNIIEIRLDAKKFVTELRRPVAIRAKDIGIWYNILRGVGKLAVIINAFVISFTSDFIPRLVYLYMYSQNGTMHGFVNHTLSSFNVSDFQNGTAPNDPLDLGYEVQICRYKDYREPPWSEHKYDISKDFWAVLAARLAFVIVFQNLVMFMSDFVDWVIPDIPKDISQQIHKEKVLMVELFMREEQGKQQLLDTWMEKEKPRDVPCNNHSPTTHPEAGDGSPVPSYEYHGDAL
MrgX1 ag: agonists of human MrgX1 receptor, primary screen, HEK293 cells, Fluo-4 calcium flux. Mas-related G-protein coupled receptor member X1 (Homo sapiens), Q96LB2. Fluo-4 calcium fluorescence, agonist mode; stronger effect = higher value. B-score at 10 µM. 310,000 compounds, 0.44% hits. AID 588627, 2011;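 active = calcium response B-score plate-corrected fluorescence ratio at least 3 library SD, with starting fluorescence B-score inside 5 SD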
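Test system: HEK293 cells stably expressing human MrgX1 receptor; Input: fifteen thousand cells per well; Dosing: compound delivered in addition one of three; Schedule: overnight seeding, then 1 h dark dye loading; Technique: Fluo-4 NW calcium fluorescence; Measure: B-scored fluorescence response ratio; Controls: positive and negative controls per plate.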
TRPC4 potent: positive allosteric modulators of TRPC4, primary screen, cell-based, mouse TRPC4beta, HEK293 mu-opioid, Fluo-4 calcium | Short transient receptor potential channel 4 (Mus musculus), Q9QUQ5 | DAMGO EC20, Fluo-4 Ca2+ flux; stronger effect = higher value | B-score at 10 µM | 310,000 compounds, 0.42% hits | AID 2227, 2009;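 active = B-score of calcium response area above 5 SD of library B-scores, with initial fluorescence ratio within 5 SD of library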;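 note: B-score of integrated fluorescence ratio over time as area under calcium response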
MrgX1 antag: antagonists of human MrgX1 receptor, primary screen, HEK293 cells, Fluo-4 calcium flux. Mas-related G-protein coupled receptor member X1 (Homo sapiens), Q96LB2. BAM8-22 antagonism; stronger effect = lower value. B-score at 10 µM. 310,000 compounds, 1.3% hits. AID 588676, 2011;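 active = calcium-response B-score plate-corrected more than 3 library SD below zero, starting fluorescence within 5 deviations, no agonist response on first addition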;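 note: peak minus trough fluorescence over baseline after final BAM8-22 challenge near maximal dose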
ANO1 activ: TMEM16A chloride channel activators or potentiators, primary screen, cell-based, HTS; HEK293 TMEM16A/YFP-H148Q/I152L, iodide quench fluorescence; stronger effect = lower value; B-score at 10 µM; 340,000 compounds, 0.3% hits; AID 623877, 2012;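 active = fluorescence-ratio B-score plate-corrected deviation score at least 3 library SD below zero, with starting fluorescence score within 5 deviations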;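 note: channel opened by trigger with iodide after compound preincubation; score built on the fluorescence ratio of max minus min over baseline; more negative score means more quench and so TMEM16A activation or potentiation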
TRPC4 block: inhibitors of mouse TRPC4 channel, primary screen, Fluo4 calcium, HEK293 TRPC4beta/mu-opioid cells. DAMGO-evoked Fluo4 calcium flux; stronger effect = lower value. B-score at 10 µM. 300,000 compounds, 0.39% hits;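 active = B-score over 3 SD under the library average, no early fluorescence shift, positive overall ratio signal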
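Test system – stable TRPC4beta/mu-opioid receptor HEK293 cells · Probe or stimulus – DAMGO, a submaximal dose followed by a maximal one · Dosing – one concentration per compound · Signal – Fluo4 calcium fluorescence by kinetic imaging, 5 s 1 Hz baseline · Evaluation – per-well B score of integrated baseline-normalized Fluo4 ratio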
TRPC6 inh: mouse TRPC6 channel inhibitors, primary screen, cell-based, HEK293, membrane potential dye; B-score at 10 µM; AID 2553, 2010; 310,000 compounds, 1.1% hits; ACh-evoked depolarization; stronger effect = lower value; Short transient receptor potential channel 6 (Mus musculus), Q61143;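 active = B-score under library mean minus 3 SD, initial fluorescence not abnormally high, positive integrated signal ratio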;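 note: B-score derived from integrated fluorescence ratio over the kinetic read; more negative B-score means stronger inhibition of depolarization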
TRPC4 agonist: activators of mouse TRPC4 channel, primary screen, Fluo4 calcium, HEK293 TRPC4beta/mu-opioid cells. 310,000 compounds, 0.49% hits. Fluo4 calcium fluorescence; stronger effect = higher value. B-score at 10 µM;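 active = B-score above 5 SD of library B-scores, and initial fluorescence ratio not above library mean plus 5 SD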;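 note: positive B-score marks a calcium rise read as TRPC4 activation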
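Incubation: 45 min room-temperature Fluo4 loading, 110 s read / System: HEK293 cells stably co-expressing mouse TRPC4beta and mu-opioid receptor / Signal: Fluo4 fluorescence, kinetic / Control set: buffer (low) and maximal DAMGO (high) / Measure: integrated baseline-normalised fluorescence ratio, converted to per-well B score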
TRPC6 act: mouse TRPC6 channel activators, primary screen, cell-based, HEK293, membrane potential dye; HEK293-TRPC6 membrane potential dye fluorescence; stronger effect = higher value; AID 2550, 2010; 310,000 compounds, 0.13% hits; B-score at 10 µM; Short transient receptor potential channel 6 (Mus musculus), Q61143;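 active = B-score of the integrated fluorescence ratio above library mean plus 3 SD, and starting fluorescence ratio within library mean plus 5 SD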;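 note: higher score means more depolarization so channel activation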
MrgX1 PAM: positive allosteric modulators of MrgX1, primary screen, HEK293 cells, Fluo-4 calcium flux | FDSS; stronger effect = higher value | Mas-related G-protein coupled receptor member X1 (Homo sapiens), Q96LB2 | B-score at 10 µM | AID 588675, 2011 | 310,000 compounds, 0.63% hits;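 active = plate-corrected calcium response at least 3 library SD above typical, normal starting fluorescence, not activating the receptor alone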;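 note: compound read alongside a low EC10 to EC30 dose of BAM8-22 agonist; peak minus trough fluorescence over baseline measured at the second addition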
* marks the source's active call; other numbers are inactive results; i = inactive; . = not tested or not shown.

compound | TRPC6 act | MrgX1 PAM | ANO1 activ | TRPC4 block | RGS4 block | MrgX1 ag | TRPC4 agonist | TRPC6 inh | ANO1 block | TRPC4 potent | MrgX1 antag
CCOc1ccccc1NC(=O)COC(=O)CNS(=O)(=O)c1ccc(C)cc1 | i | i | i | i | i | i | i | i | i | i | i
Cc1cccc(N(Cc2cc3ccccc3[nH]c2=O)C(=O)c2ccco2)c1C | i | i | i | i | i | i | i | i | i | i | i
Cc1ccc(S(=O)(=O)Nc2cccc(C(=O)NCC(c3ccco3)N(C)C)c2)cc1F (configuration not stated) | i | i | i | i | i | i | i | i | i | i | i
COc1cccc(S(=O)(=O)Nc2ccc(C(=O)N3CCCCCC3)cc2)c1 | i | i | i | i | i | i | i | i | i | i | i
CC(C#N)On1c(SC(C)C#N)nc2ccccc2c1=O (configuration not stated) | i | i | i | i | i | i | i | i | i | i | i
CCCn1c(CN2CCN(C)CC2)nc2ccccc21 | . | i | i | . | . | i | . | . | i | . | i
O=C(Nc1nc2c(F)cc(F)cc2s1)C1COc2ccccc2O1 (configuration not stated) | i | 9.52* | i | i | i | i | i | i | i | i | i
CCOC(=O)C1=C(CSc2nc3c(cc2C#N)CCC3)OC(N)=C(C#N)C1c1ccccc1 (configuration not stated) | i | i | i | i | i | i | i | i | i | i | i
Cc1cc(NC(=O)c2ccccc2Cl)c(C(C)C)cc1O | i | i | i | i | i | i | i | i | i | i | i
COc1ccc(C(=O)/C=C2/c3ccccc3CC(C)(C)N2C)cc1OC | i | i | i | i | i | i | i | i | i | i | i
COCCCNC(=O)c1ccc(CS(=O)(=O)c2ccc(Br)cc2)o1 | i | i | i | i | i | i | i | i | i | i | i
CC1CC(=O)Nc2ccccc2N1C(=O)Nc1ccc(F)cc1 (configuration not stated) | i | i | i | i | i | i | i | i | i | i | i
COc1ccccc1N1CCN(C(=O)/C=C/c2c(Cl)nc3ccccn23)CC1 | i | i | i | i | i | i | i | i | i | i | i
O=C1CCCC(=O)N1c1ccc(F)cc1 | i | i | i | i | i | i | i | i | i | i | i
Cc1ccc2cc(/C=N/NC(=O)CN3CCOCC3)c(Cl)nc2c1 | i | i | i | i | i | i | i | i | i | i | i
O=C(/C=C/c1ccc2c(c1)OCO2)Nc1nc2ccc(F)cc2s1 | i | i | i | i | i | i | i | i | i | i | i
O=P(O)(O)c1ccccc1OCCOCCOCCOCCOc1ccccc1P(=O)(O)O | i | i | i | i | i | i | i | i | i | i | i
Cc1cccc(N2CCN(C(=O)c3ccncc3)CC2C)c1 (configuration not stated) | i | i | i | i | i | i | i | i | i | i | i
CN1CCC(=O)N([C@H](CC#N)c2ccccc2)CC1 | i | i | i | i | i | i | i | i | i | i | i
Cc1ccc(N(C(=O)CNC(=O)c2ccco2)C(C(=O)NCC2CCCO2)c2ccccc2)cc1 (configuration not stated) | i | i | i | i | i | i | i | i | i | i | i
CCCn1c(O)c(CN2CCCC(C)C2)c(C)c(C#N)c1=O (configuration not stated) | i | i | i | i | i | i | i | i | i | i | -5.29*
O=C(CN1CCN(C(=O)c2ccccc2)CC1)Nc1ccc(Cl)cc1F | i | i | i | i | i | i | i | i | i | i | i
COc1ccccc1C(=O)NNC(=O)C(=O)NC(C)C | i | i | i | i | i | i | i | i | i | i | i
CN(C)CCCCNCCCNC(=O)/C=N\O | i | i | i | i | i | i | i | i | i | i | i
CC(=O)NC(CC(=O)Nc1nccs1)c1ccccc1 (configuration not stated) | i | i | i | i | i | i | i | i | i | i | i
COc1cc(OC)cc(C(=O)N/N=C/c2ccc(OC)c(COc3ccc(F)cc3)c2)c1 | i | i | i | i | i | i | i | i | i | i | i
COc1ccc(S(=O)(=O)NCCS(=O)(=O)N2CCN(c3ccccc3)CC2)cc1 | i | i | i | i | i | i | i | i | i | i | i
CC(=O)Nc1ccc(S(=O)(=O)N2CCN=C2SCc2ccccc2C)cc1 | i | i | i | i | i | i | i | i | i | i | i
CCN1CCN(C(c2cccs2)C(C)NC(=O)C(=O)N2CCCCC2)CC1 (configuration not stated) | i | i | i | i | i | i | i | i | i | i | i
O=C(CNC(=O)c1ccccc1F)NCCc1ccc(Cl)cc1 | i | i | i | i | i | i | i | i | i | i | i
Cc1cc(C)cc(SCc2noc(C(=O)NC(C)C)c2C(=O)O)c1 | i | i | i | i | i | i | i | i | i | i | i
O=C(COc1ccc2ccccc2c1)N/N=C/c1ccccn1 | i | i | i | i | i | i | i | i | i | i | i
Cc1c(-c2ccc(Br)cc2)[n+](=O)c2c(n1[O-])CCCCC2 | i | i | i | i | i | i | i | i | i | i | i
CC1CCc2sc3ncnc(N4CCOCC4)c3c2C1 (configuration not stated) | i | i | i | -6* | i | i | i | i | i | i | i
Cc1ccccc1NC(=S)N1CCCC(c2nc3ccccc3[nH]2)C1 (configuration not stated) | i | i | i | i | i | i | i | i | i | i | i
CCCCn1c(SCC(=O)Nc2cc(C)on2)nc2ccsc2c1=O | i | i | i | . | i | i | i | i | i | i | i
CC(C)N(c1nnc(N)s1)C(C)C | i | i | i | i | i | i | i | i | i | i | i
Cc1ccc(S(=O)(=O)NC(=O)Nc2cc(C)ccc2F)cc1 | i | i | i | i | i | i | i | i | i | i | i
Cn1c(=O)cc(OCC(=O)Nc2ccccn2)c2ccccc21 | i | i | i | i | i | i | i | i | i | i | i
O=C(c1ccc2[nH]c(=O)c(=O)[nH]c2c1)N1CCc2ccccc2C1 | i | i | i | i | i | i | i | i | i | i | i
O=c1c2ccccc2nc(SCc2ccncc2)n1CC1CCCO1 (configuration not stated) | i | i | i | i | i | i | i | i | i | i | i
CCN1CCN(C(=O)c2cccc(OC3CCN(S(C)(=O)=O)CC3)c2)[C@@H](C)C1=O | i | i | i | i | i | i | i | i | i | i | i
Cc1nc(SCC(=O)c2cccc([N+](=O)[O-])c2)n[nH]1 | i | i | i | i | i | i | i | i | i | i | i
CCOc1ccc(-n2c(SCC(=O)NCc3ccco3)nc3c(c2=O)SCC3)cc1 | . | i | i | . | . | i | . | . | i | . | i
Cc1onc(-c2ccccc2)c1CNC(=O)Nc1ccc(F)cc1F | i | i | i | i | i | i | i | i | i | i | i
NS(=O)(=O)c1ccc(NC(=O)c2cccc(Cl)c2)cc1 | i | i | i | i | i | i | i | i | i | i | i
O=C(O)c1cccc(Nc2ncnc3c2cnn3-c2ccccc2)c1 | i | i | i | i | i | i | i | i | i | i | i
O=C(COC(=O)c1ccccc1Nc1ccccc1)c1ccccc1 | i | i | i | i | i | i | i | i | i | i | i
Fc1ccc(OCCCCN2CCOCC2)cc1 | i | i | i | i | i | i | i | i | i | i | i
CSc1nnc(C2CCCN2)n1C (configuration not stated) | i | i | i | i | i | i | i | i | i | i | i

Later entries
compound | TRPC6 act | MrgX1 PAM | ANO1 activ | TRPC4 block | RGS4 block | MrgX1 ag | TRPC4 agonist | TRPC6 inh | ANO1 block | TRPC4 potent | MrgX1 antag
NC(=S)Nc1cccc(F)c1 | i | i | i | i | i | i | i | i | i | i | i
CC(=O)N/C(=C/c1ccc(Cl)cc1)C(=O)NCCc1c[nH]c2ccccc12 | i | i | i | i | i | i | i | i | i | i | i
CCc1nonc1NC(=O)c1oc2c(C)c(C)ccc2c1C | i | i | i | i | i | i | i | i | i | i | i
COc1cc2c(cc1OC)C(C)N(C(=O)c1nccnc1C(=O)O)CC2 (configuration not stated) | i | i | i | i | i | i | i | i | i | i | i
O=C(COC(=O)Cc1ccc(S(=O)(=O)N2CCOCC2)s1)NCc1ccccc1 | i | i | i | i | i | i | i | i | i | i | i
C=CCOC(=O)CCCC(=O)NC1CCCCC1 | i | i | i | i | i | i | i | i | i | i | i
Cc1oc(-c2cccs2)nc1CN1CCC(C(=O)N2CCCC2)CC1 | i | i | i | i | i | i | i | i | i | i | i
CC(C(=O)NC1CCCC1)N(C(=O)c1snc(C(N)=O)c1N)c1ccc2c(c1)OCCO2 (configuration not stated) | i | i | i | i | i | i | i | i | i | i | i
O=C(Oc1cccc(/C=N/Nc2nc(N3CCOCC3)nc(N3CCOCC3)n2)c1)c1ccco1 | i | i | i | i | i | i | i | i | i | i | i
Cc1ccc(NC(=O)c2ccccc2-c2ccc(C(F)(F)F)cc2)cc1S(=O)(=O)N1CCOCC1 | i | i | i | i | i | i | i | i | i | i | i

Some entries already given, limited to TRPC4 potent.
Molecule	TRPC4 potent
CC(=O)N/C(=C/c1ccc(Cl)cc1)C(=O)NCCc1c[nH]c2ccccc12	i
CCc1nonc1NC(=O)c1oc2c(C)c(C)ccc2c1C	i
